CF NFkB inh: cystic fibrosis NF-kB activation inhibition. KKLEB NF-kB-GFP reporter, PAF-induced, GFP fluorescence overnight. inhibition, % at 5 µM. actives 0.86% (n = 360,000);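 active = at least 50% inhibition at 5 µM, scaled per plate between neutral and stimulator controls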;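 also: PAF is a Pseudomonas aeruginosa culture filtrate used as stimulus; plate controls were PAF-stimulated DMSO wells for no effect and unstimulated DMSO wells for full effect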
NCOA2 inhibitor: human SRC2 (NCOA2) inhibition | HEK293 GAL4-SRC2 luciferase reporter, luminescence | inhibition, % at 9 µM | actives 0.17% (n = 370,000) | AID 651957;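 active = inhibition above the mean inhibition of all tested compounds plus 3 SD, set per campaign, cut at about 52% in these data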;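 also: 0% = DMSO treated cells and 100% = cells given Gossypol at 36 µM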
LRH-1 inv ag: suppresses constitutive activity of human LRH-1; inhibition, % at 3.6 µM; O00482; actives 0.13% (n = 360,000); HEK293T StAR-luciferase reporter, LRH-1 transfected, 24 h;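 active = inhibition above the mean inhibition of all tested compounds plus 3 SD, cut at about 73% in these data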;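 also: 0% = DMSO wells and 100% = reporter-only cells lacking LRH-1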
Target sequence (O00482 whole entry, looked up): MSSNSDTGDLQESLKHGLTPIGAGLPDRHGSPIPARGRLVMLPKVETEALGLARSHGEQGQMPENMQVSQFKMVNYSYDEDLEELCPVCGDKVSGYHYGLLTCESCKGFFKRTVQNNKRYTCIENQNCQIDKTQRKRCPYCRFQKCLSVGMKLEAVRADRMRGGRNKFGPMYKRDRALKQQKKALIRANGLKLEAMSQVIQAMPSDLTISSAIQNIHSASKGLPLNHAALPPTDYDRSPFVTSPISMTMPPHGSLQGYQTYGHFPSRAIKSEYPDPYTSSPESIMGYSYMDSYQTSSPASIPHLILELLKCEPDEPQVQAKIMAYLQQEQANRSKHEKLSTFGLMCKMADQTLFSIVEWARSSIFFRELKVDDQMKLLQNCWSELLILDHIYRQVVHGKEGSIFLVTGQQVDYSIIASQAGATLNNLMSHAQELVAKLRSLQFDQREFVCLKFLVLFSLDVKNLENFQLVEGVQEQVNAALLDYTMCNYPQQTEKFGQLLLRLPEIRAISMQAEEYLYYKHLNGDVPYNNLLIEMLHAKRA
NCOA1 inh: inhibitors of human steroid receptor coactivator 1 (SRC1); Q15788; HEK293 GAL4-SRC1 luciferase reporter, luminescence; inhibition, % at 3.6 µM; actives 0.12% (n = 360,000);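 active = inhibition above the campaign mean plus 3 SD, with each screening campaign given its own cutoff, cut at about 60% in these data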;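 also: 0% = DMSO treated cells and 100% = gossypol at 36 µM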
KKLEB tox: CF airway cell cytotoxicity counter-screen | actives 0.36% (n = 360,000) | activity change (cytotoxicity), % at 5 µM | KKLEB CF airway cells viability, ATPlite luminescence, overnight; active compounds read low; cells stimulated with P. aeruginosa culture filtrate;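 active = corrected activity change at or below -50% at 5 µM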
TWEAK-Fn14 inh: TWEAK-Fn14 signaling inhibition; TWEAK-stimulated Fn14 reporter cells, luciferase luminescence, 8 h; inhibition, % at 10 µM; actives 2% (n = 360,000); AID 1159606; in the data active = inhibition above about 50%
TROY signal inh: blocks TROY-dependent signaling in reporter cells | Q293 LMP1-TROYcd NF-kB luciferase reporter, 4 h | inhibition, % at 10 µM | actives 0.98% (n = 360,000);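 active = compounds whose plate-normalised and pattern-corrected inhibition of the luciferase reporter signal at the single screening dose is 50% or more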
TRAIL sens C8: caspase-8 TRAIL sensitization. AID 624354. actives 1% (n = 360,000). NB7+C8 cells + TRAIL, ATPlite viability luminescence. inhibition (viability loss, TRAIL sensitization), % at 10 µM;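 active = compounds causing at least 50% loss of cell viability in the single-dose screen, relative to plate controls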
EBV LMP1 NFkB: Epstein-Barr LMP1 NF-kappaB reporter inhibition | LMP1-induced NF-kappaB luciferase reporter cells, luminescence | inhibition, % at 12.5 µM | actives 0.69% (n = 350,000); in the data active = inhibition above about 41%;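 also: 0% = neutral control wells and 100% = reference inhibitor control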
NR2F2 inh: blocks human COUP-TFII nuclear receptor. HEK293T NGFI-A luciferase reporter, luminescence. inhibition, % at 8.6 µM. actives 0.7% (n = 370,000). AID 686940;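 active = inhibition above a per-plate cutoff, mean inhibition of test wells between control levels plus 3 SD, cut at about 38% in these data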;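 also: cells cotransfected with COUP-TFII expression vector driving the NGFI-A reporter; 0% = median of COUP-TF2 test wells and 100% = reporter-only cells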
Target sequence (P24468 whole entry, looked up): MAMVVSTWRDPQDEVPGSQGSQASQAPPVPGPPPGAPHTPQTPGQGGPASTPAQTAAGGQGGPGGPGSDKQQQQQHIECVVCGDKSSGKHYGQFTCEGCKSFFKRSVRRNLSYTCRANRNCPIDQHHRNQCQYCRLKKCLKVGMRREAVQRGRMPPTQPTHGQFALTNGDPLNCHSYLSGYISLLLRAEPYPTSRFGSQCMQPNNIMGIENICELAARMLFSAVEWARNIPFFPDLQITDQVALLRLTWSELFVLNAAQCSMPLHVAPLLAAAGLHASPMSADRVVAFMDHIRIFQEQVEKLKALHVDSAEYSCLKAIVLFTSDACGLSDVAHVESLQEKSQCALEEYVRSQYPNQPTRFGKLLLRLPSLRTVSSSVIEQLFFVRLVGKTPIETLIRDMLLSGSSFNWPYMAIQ
NCOA3 inh: human NCOA3 inhibition | Q9Y6Q9 | HEK293 GAL4-SRC3 luciferase reporter, luminescence | inhibition, % at 3.6 µM | actives 0.17% (n = 360,000);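 active = inhibition above a per-campaign cutoff, the mean of all compounds plus 3 SD, cut at about 60% in these data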;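 also: 0% = DMSO-treated cells and 100% = gossypol-treated cells at 36 µM; higher means less SRC3-driven luciferase light from the GAL4 reporter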
* = called active by the depositor; / = no result given.

Start of the listing, in advance, four compounds:
SMILES	CF NFkB inh	NCOA2 inhibitor	LRH-1 inv ag	NCOA1 inh	KKLEB tox	TWEAK-Fn14 inh	TROY signal inh	TRAIL sens C8	EBV LMP1 NFkB	NR2F2 inh	NCOA3 inh
COc1cccc(CNC(=O)c2ccc(C)c(S(=O)(=O)N3CCOCC3)c2)c1	9	-10	-4	-9	1	-9	-1	-4	-6	21	4
O=S(=O)(c1ccc(Cl)cc1)N1CCC(O)(c2cccnc2)CC1	-2	-8	1	2	6	-15	9	-5	-20	11	7
COc1ccc(C(=O)OCC(=O)N2CCOCC2)cc1S(=O)(=O)N1CCOCC1	7	-9	-13	-13	4	1	9	-15	-4	16	1
COc1ccc(N2CCN(c3ccc(Cl)nn3)CC2)cc1	-3	2	-21	0	-5	-1	-18	9	-9	12	11

Main list, from the start:
SMILES	CF NFkB inh	NCOA2 inhibitor	LRH-1 inv ag	NCOA1 inh	KKLEB tox	TWEAK-Fn14 inh	TROY signal inh	TRAIL sens C8	EBV LMP1 NFkB	NR2F2 inh	NCOA3 inh
COc1cccc(CNC(=O)c2ccc(C)c(S(=O)(=O)N3CCOCC3)c2)c1	9	-10	-4	-9	1	-9	-1	-4	-6	21	4
O=S(=O)(c1ccc(Cl)cc1)N1CCC(O)(c2cccnc2)CC1	-2	-8	1	2	6	-15	9	-5	-20	11	7
COc1ccc(C(=O)OCC(=O)N2CCOCC2)cc1S(=O)(=O)N1CCOCC1	7	-9	-13	-13	4	1	9	-15	-4	16	1
COc1ccc(N2CCN(c3ccc(Cl)nn3)CC2)cc1	-3	2	-21	0	-5	-1	-18	9	-9	12	11
COC(=O)c1[nH]c2cc(OC)c(OC)cc2c1NC(=O)c1cccc(OC)c1	-6	-15	-2	-14	4	18	-39	24	2	-10	-1
CCOc1ccc(CN2CCCC(N3CCN(c4ccc(OC)cc4)CC3)C2)cc1 (stereo unspecified)	1	1	4	14	-9	-6	21	-21	10	23	-8
N/C(=N\c1nc2c(c(=O)[nH]1)CCC2)Nc1ccccc1	-2	3	6	-8	-2	-3	8	-14	-6	-2	-2
CC(NC(=O)COC(=O)CCc1ccc(S(=O)(=O)N2CCOCC2)cc1)C1CC2CCC1C2 (stereo unspecified)	6	-10	9	-30	3	13	8	2	2	16	18
Cc1ccc(C)c(S(=O)(=O)NC(CCC(N)=O)C(=O)O)c1 (stereo unspecified)	0	-5	9	2	0	-5	-52	-4	-3	2	-2
O=C1NC(SCCCF)=N/C1=C/c1ccc(-n2cncn2)cc1	6	5	16	4	-17	-6	17	-12	1	7	-12
Cc1nc(/C=[N+](\[O-])C(C)(C)/C=N/O)n(O)c1C	-13	-18	7	6	16	-16	9	-2	2	5	8
CCOCc1cc(C2NC(=O)NC(C)=C2C(=O)OCC)ccc1OC (stereo unspecified)	-6	24	-10	1	-6	-4	18	2	2	8	10
CCOc1ccc(CCNC(=O)COC(=O)COc2ccc(Cl)cc2)cc1OCC	-10	5	-3	5	4	-5	2	-1	-7	-14	-1
CC(=O)Nc1ccc(NC(=O)C2CCCCC2C(=O)O)cc1 (stereo unspecified)	-9	12	8	-41	6	29	5	3	-3	12	12
Cc1nc2ccccc2n1C1CCN(CC(=O)Nc2ccccc2Br)CC1	-3	-12	18	-2	-21	23	29	20	15	26	-6
CN1CCN(c2nc(-c3ccccc3)nc3c2oc2ccccc23)CC1	-59	-24	21	-24	-2	-20	-18	4	-24	-10	-2
CC(C)c1ccc(/C=C2\SC(=O)N(CC(=O)NC3C=CS(=O)(=O)C3)C2=O)cc1 (stereo unspecified)	-11	-1	-52	-42	12	7	-14	54*	-17	-14	-78
CC1CCCN(CCOCCOc2ccccc2-c2ccccc2)C1 (stereo unspecified)	13	11	-3	10	-2	12	8	13	-4	4	12
Cc1c(C(=O)N2CCN(C(=O)c3ccccc3)CC2)oc2ccc(F)cc12	0	6	-2	-5	2	-7	-6	3	6	1	-5
COc1ccc(C/C(O)=C(\C#N)c2nc3ccccc3[nH]2)cc1OC	-11	-20	19	0	-3	-29	16	16	4	-7	7
O=C(c1ccco1)N1CCN(C(=O)c2sccc2-c2ccccc2)CC1	10	-15	-4	-3	-14	-7	13	-4	3	27	7
S=C(Nc1cccc(Cl)c1Cl)NC1CCN(Cc2ccccc2)CC1	21	10	10	-105	-7	7	10	7	2	11	4
COc1ccc(/C=C/C(=O)Nc2ccccc2C(F)(F)F)cc1	0	-18	-98	-26	9	-20	-49	6	-23	-25	-30
CC(CN1CCOCC1)OC(=O)COc1ccc(F)cc1 (stereo unspecified)	-2	-2	1	-7	-6	-3	-13	-2	7	-3	-4
CCc1ccc(NC(=O)CNS(=O)(=O)c2c(C)noc2C)cc1	0	-1	5	-6	6	11	-11	0	-12	-17	-3
Cc1cccc(CCNC(=O)Cc2ccc(NC3=NC4CS(=O)(=O)CC4S3)cc2)c1 (stereo unspecified)	-4	-21	5	-5	3	2	-1	-8	2	-17	-4
COc1ccc(C(=O)N(C)CCCC2CCCC2)cc1OC1CCN(C(C)C)CC1	1	-2	-16	-13	-6	-14	-1	36	-7	9	5
O=C(Nc1cccc(S(=O)(=O)N2CCCCC2)c1)c1ccc2c(c1)OCO2	-7	13	1	19	13	28	25	22	4	27	15
CN(Cc1ccco1)C(=O)CC[C@H]1O[C@@H](n2ccc(=O)[nH]c2=O)[C@H](O)[C@@H]1O	-9	-36	-2	-7	6	7	6	-9	/	-10	7
O=C(Nc1ncn[nH]1)c1ccc(Cl)c(S(=O)(=O)N2CCCCCC2)c1	-17	5	3	6	-2	12	-7	20	-2	-6	5
CCc1noc(C)c1C(=O)Nc1ccc(S(=O)(=O)N2CCCCC2)cc1	-7	0	-15	4	13	14	-12	-5	1	-11	-11
O=C(N/N=C/c1cccc(Oc2ccccc2)c1)c1cccc(O)c1	10	-31	-13	-36	-15	17	-25	26	-3	-42	-20
CC1CCN(c2ccc3nnc(CCC(=O)NCCCOC(C)C)n3n2)CC1	21	-29	-10	6	-9	-9	-15	-7	13	-7	4
N#CCCN(C(=O)COC(=O)c1cc(=O)c2ccccc2o1)c1ccccc1	-25	13	-24	4	6	12	7	0	4	6	-11
CCCCN(CC)CCCNC(=O)C1c2ccccc2C(=O)N(C)C1c1cn(C)c2ccccc12 (stereo unspecified)	-10	3	4	-11	1	13	-1	61*	-1	-14	-4
CCN(CC)C(c1ccc(F)cc1)c1nnnn1C1CCCCC1 (stereo unspecified)	11	29	8	2	4	-23	5	12	5	4	3
CC(=O)c1ccc(OCc2ccc(C(=O)c3ccccc3)cc2)cc1	-7	24	16	-2	1	12	12	3	7	19	12
CCOC(=O)C1=C(CC)Nc2ccccc2N=C1NC(=O)c1oc2ccccc2c1C	76*	20	7	3	-9	25	25	0	-4	4	22
Cn1cnnc1SCC(=O)Nc1ccccc1Sc1ccccc1	9	6	16	5	-2	0	7	-2	2	4	-16
O=C(COc1cc(F)ccc1[N+](=O)[O-])Nc1cccc(Br)c1	-5	4	-17	-15	12	-23	-44	-11	-23	-1	-32
CCCC(=O)Nc1c(-c2ccccc2)c(=O)c(C)nn1-c1ccc(C)cc1	14	-3	-14	6	-3	-10	-6	1	-3	-22	17
COc1cccc(/C=N\NC(C)=O)c1OC/C=C/c1ccccc1	-19	-8	-8	-6	19	-16	2	-3	1	-18	-19
CC1(C)CC2(CCO1)CNC(=O)O2 (stereo unspecified)	-17	-23	-9	-10	4	0	-2	1	-7	-1	-3
C/C(=N\NC(=O)c1cccc([N+](=O)[O-])c1)c1cccnc1	-8	-10	13	-1	3	-11	-22	-10	-4	4	-11
COc1ccc(NC(=O)Cn2nnc(C(=O)NCCc3ccc(OC)c(OC)c3)c2N)cc1	8	-12	-10	2	-5	-6	7	14	5	-6	-1
CC(C)(C)OC(=O)NCCCC[C@H](NC(=O)c1[nH]cnc1C(=O)N[C@@H](Cc1ccccc1)C(=O)OCc1ccccc1)C(=O)OC(C)(C)C	-6	5	32	-25	-7	-7	-9	10	8	2	4
CC1CCN(S(=O)(=O)c2cccc(-c3cn4cc(Cl)ccc4n3)c2)CC1	4	0	-13	-12	0	-2	-27	11	-7	12	-6
COC(=O)[C@]12CCCCC=C1N(Cc1ccccc1)C(=O)[C@H](CC(=O)N1CCSCC1)C2	/	9	-8	/	/	9	-5	-13	/	3	/
CCCCc1c(O)nc(SCC(=O)NCCc2ccc(OC)c(OC)c2)[nH]c1=O	-4	-28	37	-10	0	13	-1	2	0	11	-5
Cc1cc(=O)n2nc(N3CCC(C(=O)NCc4ccccc4Cl)CC3)sc2n1	-6	-5	16	5	-6	-8	-5	0	4	-29	0
CN(Cc1ccccc1)C(=O)c1ncn2c1C(=O)N(C)CC2	-9	4	10	-4	8	6	-8	8	4	3	5
O=C(c1cc2nc(-c3ccco3)cc(C(F)(F)F)n2n1)N1CCN(c2ccccc2)CC1	-12	16	-5	-6	10	-17	0	1	7	8	20
CC(C)(C)c1ccc2c(c1)OC(C(=O)N/N=C\c1ccc[nH]1)CO2 (stereo unspecified)	-15	6	5	-2	-5	20	22	61*	-84	34	12
O=C(NC(=S)Nc1cc(Cl)ccc1N1CCOCC1)c1ccccc1[N+](=O)[O-]	29	-21	12	-19	-9	4	-24	-4	-13	5	4
CCC(=O)Nc1ccc(N2CCC(C)CC2)cc1	-4	-52	-60	-43	4	-23	-6	-10	-22	-31	-43
CC1(c2nnc(-c3ccc(F)cc3)o2)CC(c2cccnc2)=NO1 (stereo unspecified)	-22	6	2	6	18	-5	4	-7	1	9	-5
CCOc1ccc(C(=O)Nc2nnc(C3=COCCO3)o2)cc1	-2	-4	3	-22	-3	-16	-35	-8	-9	-22	6
COc1ccc(N(CC(=O)NCc2ccco2)S(=O)(=O)c2c(C)nn(C)c2C)cc1	-2	-28	17	-9	24	14	-9	3	4	2	-8
O=C(N/N=C\c1ccc(-c2ccc([N+](=O)[O-])cc2)o1)C1COc2ccccc2O1 (stereo unspecified)	-10	-12	20	0	5	-10	11	-11	-5	-14	18
CC(NC(=O)NCCCn1ccnc1)(C(F)(F)F)C(F)(F)F	6	1	-5	-3	3	-16	4	8	2	-8	11
(listing goes on)
SMILES	CF NFkB inh	NCOA2 inhibitor	LRH-1 inv ag	NCOA1 inh	KKLEB tox	TWEAK-Fn14 inh	TROY signal inh	TRAIL sens C8	EBV LMP1 NFkB	NR2F2 inh	NCOA3 inh
COc1ccccc1NC(=O)c1ccc(NC(=O)C2CC2C)cc1 (stereo unspecified)	-16	-1	-32	7	3	5	-1	4	-1	-1	-6
O=C(NCc1ccccc1)c1cc(C2COCCN2C(=O)c2cccs2)on1 (stereo unspecified)	-17	-7	-1	-18	-20	-4	-11	0	/	3	-1
Cc1ccc(S(=O)(=O)c2nc(S(C)(=O)=O)sc2N2CCCCCC2)cc1	8	-4	-2	-6	9	22	-10	-12	-1	11	-2
COc1cccc(-n2c(COc3ccc(C)cc3)nnc2SCC(N)=O)c1	14	0	12	-5	1	16	-10	13	2	0	21
CCC1(C)Cc2ccccc2-c2nc(-c3ccccc3)oc(=O)c21 (stereo unspecified)	-7	1	10	-35	3	8	16	11	-19	26	2
CCCS(=O)(=O)NC(=O)C1(C)CCN(C(=O)c2c(F)cccc2F)C1 (stereo unspecified)	-10	18	-1	-9	22	16	-4	-2	/	15	-8

Compound activity as filed in PubChem.
